# RORgamma inh = inhibitors of mouse ROR gamma transcriptional activity. P51450. Drosophila S2 Gal4-RORgamma UAS-luciferase reporter, 20 h. Potency, µM (doses to about 53.6 µM), for the others: top-dose activity change, negative = inhibition, actives largely listed as inhibitors. 310,000 tested, 5.4% active. AID 2551; further: potency means the concentration at half of the fitted maximal effect; on the % scale 0 is the no-effect control and ±100 the full control effect; nearly all actives have a fitted effect of over 60% in size
#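 Read-out: Photinus luciferase luminescence; inhibitors lower reporter signal. Insect Schneider cells with Gal4-ROR gamma fusion under metallothionein promoter, UAS reporter; 700 uM final copper sulfate induction, 20 hr, ambient temperature.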
# MBNL1 CUG block = MBNL1-poly(CUG) RNA binding inhibition; Potency, µM (series often up to 57.5 µM), for the others: at the top dose activity change, negative = inhibition, actives largely listed as inhibitors; 280,000 tested, 0.036% active; AID 2675; TR-FRET MBNL1-His/biotin-(CUG)12 binding, 665/545 ratio; active means well fitted inhibition curve with a large enough effect in the signal ratio, with a control signal flat, not every such curve was filed as active; inconclusive means small, poorly fitted or top-dose-only effect, or effect the other way, or a change in a side signal; inactive means no such curve, though single readings can be large or run the other way; the % refers to the signal ratio; further: potency means the concentration at half of the fitted maximal effect; on the % scale 0 is the no-effect control and ±100 the full control effect
# Target sequence (Q9NR56 whole entry, looked up): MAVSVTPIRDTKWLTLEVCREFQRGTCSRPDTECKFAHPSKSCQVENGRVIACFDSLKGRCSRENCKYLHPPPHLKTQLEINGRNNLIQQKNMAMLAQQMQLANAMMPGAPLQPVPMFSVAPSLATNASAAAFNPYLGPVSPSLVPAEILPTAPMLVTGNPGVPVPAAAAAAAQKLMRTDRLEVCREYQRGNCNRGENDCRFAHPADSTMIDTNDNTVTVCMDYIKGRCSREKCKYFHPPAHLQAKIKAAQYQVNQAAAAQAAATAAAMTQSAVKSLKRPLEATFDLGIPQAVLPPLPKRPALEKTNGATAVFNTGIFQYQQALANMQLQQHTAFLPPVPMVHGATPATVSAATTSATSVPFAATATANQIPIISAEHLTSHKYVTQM
#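 Compounds (final 92 nM to 58 uM) are added to His-tagged MBNL1 and biotin-(CUG)12, then terbium anti-His antibody and streptavidin-XL665 (5 nM final). After 60 min at room temperature, the 665/545 nm ratio is read.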
# Gal4-VP16 FLuc = Gal4-VP16 reporter inhibition counter-screen; 310,000 tested, 3.5% active; AID 2546; Potency, µM (titrated, usually from 53.6 µM), inactives show top-dose activity, negative = inhibition, most hits filed as inhibitors; Drosophila S2 Gal4-VP16 UAS-luciferase, luminescence, 20 h;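 further: Gal4-VP16 expression switched on by copper sulfate through the metallothionein promoter; potency means the concentration at half of the fitted maximal effect; on the % scale 0 is the no-effect control and ±100 the full control effect; nearly all actives have a fitted effect of over 50% in size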
# FLuc modulator = counter-screen for miR-21 project: firefly luciferase inhibitors or activators | AID 588342 | purified FLuc, Km substrates, luminescence inhibition | 360,000 tested, 6.9% active | P08659 | Potency, µM (highest dose often 57.5 µM), without a hit: top-dose activity change, negative = inhibition, actives largely listed as inhibitors;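 further: potency means the concentration at half of the fitted maximal effect; plate controls were vehicle for no effect and reference inhibitor for full effect; nearly all actives have a fitted effect of over 55% in size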
#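 Purified P. pyralis luciferase, 10 nM final, with Km-level 10 uM D-luciferin and 10 uM ATP in 50 mM Tris acetate pH 7.5, 10 mM Mg acetate, 0.01% Tween-20, 0.05% BSA; 6-point qHTS titration about 60 µM downward; luminescence read.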
# ELG1 DNA repair = blocks ELG1-dependent DNA repair in HEK293T cells; HEK293T ELG1-luciferase reporter, luminescence, 16 h; DNA damage induced by 5-fluorouridine; Potency, µM (series often up to 46.1 µM), without a hit: at the highest dose activity change, negative = inhibition, most hits filed as inhibitors; 330,000 tested, 2.3% active; further: potency means the concentration at half of the fitted maximal effect; on the % scale 0 is the no-effect control and ±100 the full control effect; nearly all actives have a fitted effect of over 55% in size
#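 Overnight (16 hr) co-exposure of 2,000 cells/well to 5-fluorouridine and compound at 37 °C preceded detection. Luciferase was quantified via ONE-Glo luminescence; loss of signal denotes inhibition.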
# Rab9 prom act = Rab9 promoter activation. Huh7 Rab9 promoter-luciferase reporter, luminescence, 24 h. Potency, µM (top dose mostly 9.22 µM), without a hit: top-dose activation, negative = inhibition, actives largely listed as activators. 320,000 tested, 2.8% active; further: potency means the concentration at half of the fitted maximal effect; % of control where 0% means no effect; nearly all actives have a fitted effect of over 60% in size
#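 Luciferase signal after 10 min detection reagent at ambient indicates Rab9 promoter upregulation; stably transfected Huh7 cells were treated 24 h with compound in DMSO at 37 °C, 5% CO2.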
# NPC1 prom act = activators of NPC1 promoter; AID 485313; Potency, µM (series often up to 9.22 µM), for inactives: at the top dose activation, actives largely listed as activators; 320,000 tested, 2.4% active; Huh7 NPC1 promoter luciferase reporter, 24 h;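 further: potency means the concentration at half of the fitted maximal effect; % of control where 0% means no effect; nearly all actives have a fitted effect of over 60% in size; reporter is driven by a mutant NPC1 promoter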
#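 Stable NPC1-promoter luciferase Huh7 line; cpd (DMSO) 24 h, 37 °C, 5% CO2; Amplite luciferase reagent 10 min RT; luminescence readout. qHTS format.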
# Mito fusion act = mitochondrial division inhibition or fusion activation. S. cerevisiae fusion-defective mutant growth rescue, CellTiterGlo 48 h. Potency, µM (doses to about 46.1 µM), inactives show at the highest dose growth rescue (activation), hits mostly activators. 320,000 tested, 0.23% active;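 further: potency means the concentration at half of the fitted maximal effect; % of control where 0% means no effect; nearly all actives have a fitted effect of over 45% in size; temperature-sensitive fusion mutants such as fzo1-1 at 37 °C on non-fermentable ethanol glycerol medium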
#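 S. cerevisiae fusion-defective temperature-sensitive mutants (e.g. fzo1-1, mgm1-5) grown 48 h at 37C in YPEG (ethanol/glycerol non-fermentable) medium with 23 nl compound per well; growth rescue read as CellTiterGlo luminescence.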
# Menin MLL FP TR = menin-MLL binding inhibition, Texas Red mutant peptide; Menin + Texas Red MLL mutant peptide, fluorescence polarization; AID 1768; Potency, µM (titrated, usually from 61.6 µM), inactives show at the highest dose FP activity change, negative = inhibition, actives largely listed as inhibitors; 270,000 tested, 0.23% active; O00255; active means well fitted inhibition curve with a large enough effect in the polarisation, with a control signal flat, not every such curve was filed as active; inconclusive means small, poorly fitted or top-dose-only effect, or effect the other way, or a change in a side signal; inactive means no such curve, though single readings can be large or run the other way; the % refers to the polarisation; further: potency means the concentration at half of the fitted maximal effect; % of control where 0% means no effect; many of its hits are not listed in these tables
# Target sequence (O00255 whole entry, looked up): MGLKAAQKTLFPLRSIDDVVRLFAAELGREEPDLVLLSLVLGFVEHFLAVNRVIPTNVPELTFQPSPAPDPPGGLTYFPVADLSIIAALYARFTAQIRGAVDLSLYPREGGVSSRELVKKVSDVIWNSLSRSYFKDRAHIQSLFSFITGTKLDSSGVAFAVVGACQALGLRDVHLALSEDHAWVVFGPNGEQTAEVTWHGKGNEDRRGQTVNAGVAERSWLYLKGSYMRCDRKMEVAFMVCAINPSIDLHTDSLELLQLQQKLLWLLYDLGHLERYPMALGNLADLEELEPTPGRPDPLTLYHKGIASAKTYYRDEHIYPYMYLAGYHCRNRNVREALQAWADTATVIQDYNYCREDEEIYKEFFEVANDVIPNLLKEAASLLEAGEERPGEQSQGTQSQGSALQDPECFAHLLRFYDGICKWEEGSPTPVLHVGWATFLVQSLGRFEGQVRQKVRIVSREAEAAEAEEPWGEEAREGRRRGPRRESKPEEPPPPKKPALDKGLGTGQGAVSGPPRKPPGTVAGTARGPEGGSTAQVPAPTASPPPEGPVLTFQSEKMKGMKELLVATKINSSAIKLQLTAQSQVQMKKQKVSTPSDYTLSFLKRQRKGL
# KCNH2 3.1 block = inhibitors of human KCNH2 3.1 potassium channel isoform; U2OS KCNH2 3.1, thallium flux FluxOr; active compounds read low; activity change, % (tested at about 1.8 µM); 340,000 tested, 0.95% active; AID 720553;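 active means maximum activity change below -70%; inconclusive means maximum activity change from -70% to -50%; inactive means maximum activity change above -50%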;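 further: thallium influx rate constant from kinetic fluorescence after stimulation buffer; on the % scale 0 is the no-effect control and ±100 the full control effect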
#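 Virally transduced U2OS (3.1 isoform, 4 h infection in dark at RT) → overnight 37 C → FluxOr + Red40 in HBSS/HEPES, 45 min → stimulation buffer, 2 min kinetic read → rate constant vs DMSO controls.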
# PKM2 act = activators of human pyruvate kinase M2; P14618; purified PKM2, Kinase-Glo ATP luminescence, activation; response scale: 0% is enzyme alone, no compound; Potency, µM (titrated, usually from 57.5 µM), inactives show at the highest dose activation, hits mostly activators; 260,000 tested, 0.34% active; AID 1631; further: potency means the concentration at half of the fitted maximal effect; on the % scale 0 is the no-effect control and ±100 the full control effect; nearly all actives have a fitted effect of over 55% in size
#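 hPK-M2, >95% pure; 0.1 mM ADP / 0.5 mM PEP final; imidazole pH7.2 buffer w/ 7 mM MgCl2, 50 mM KCl; 1 h RT; Kinase-Glo lum. Intermediate enzyme activity for dual inhibitor/activator qHTS.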
# Numbers without * were called inactive; ? = inconclusive; . = no result given; [ ] = dose if it differs, or a comment. Unless noted, the call rests on the fitted dose curve; in most records, active means well fitted curve in the direction sought with a large enough effect; inconclusive means small, poorly fitted or top-dose-only effect, or another doubt; inactive means no such curve, though single readings can be large; an effect the other way counts as inactive or inconclusive.
SMILES,RORgamma inh,MBNL1 CUG block,Gal4-VP16 FLuc,FLuc modulator,ELG1 DNA repair,Rab9 prom act,NPC1 prom act,Mito fusion act,Menin MLL FP TR,KCNH2 3.1 block,PKM2 act
COc1ccccc1N(Cc1cc(=O)[nH]c2ccccc12)C(C)=O,20%,-6%,4%,3%,-8%,-6%,-4%,3%,-28%,-11,.
Cc1ccc(C(=O)Nc2ccc3c(c2)OCO3)cc1Cl,2%,?,-7%,2.4µM*,?,2.5µM*,0.89µM*,1%,.,.,-8%
CCOC(=O)c1ccccc1NC(=O)CN(c1ccccc1OC)S(C)(=O)=O,25%,6%,6%,2%,-12%,-1%,1%,3%,-18%,-20,1%
CC1=CC(C)C(C(=O)O)C(C(=O)Nc2cccnc2)C1 (stereo unspecified),10%,-1%,2%,-2%,10%,-5%,-4%,0%,13%,-1,0%
COCCCNc1nc2c(-c3cccc(C)c3)nnn2c2ccc(Cl)cc12,-39%,14%,?,-16%,?,12%,13%,?,9%,-16,.
O=C(CN1CCC2(CC1)OCCO2)c1c[nH]c2ccccc12,36%,3%,0%,?,15%,9%,10%,1%,-6%,9,3%
CC1=C(C#N)C(NC(=O)c2ccco2)(C(F)(F)F)C(=O)N1 (stereo unspecified),-11%,0%,2%,2%,10%,-6%,2%,0%,-9%,-10,-1%
O=C(c1cccc(NS(=O)(=O)c2ccccc2)c1)N1CCCC1,-31%,2%,-9%,1%,0%,-4%,-1%,0%,.,18,2%
COc1ccc(Nc2c3c(nc4ccccc24)CCC3)cc1,-10%,1%,3%,-3%,-27%,-3%[1.84 µM],-2%,-6%,?,-29,.
COc1ccc(CCC(C)NC2CCCCCCC2)cc1 (stereo unspecified),-2%,0%,-2%,1%,-20%,-1%,-4%,-8%,-18%,2,0%
Cc1ccc(SCCN2CCC(C(C)(C)C)CCC2=O)cc1 (stereo unspecified),?,-4%,19%,?,?,22%,20%,2%,?,2,-1%
Cc1nc2ccc(NC(=O)c3ccc([N+](=O)[O-])cc3[N+](=O)[O-])cc2s1,-1%,?,1%,2%,21µM*,-5%,14%,24%,?,1,2%
COc1ccccc1-c1nc(C#N)c(N2CCN(C(=O)c3ccco3)CC2)o1,-6%,2%,-4%,8%,-4%,8%,4%,0%,.,9,3%
CCOc1ccccc1NC(=O)COC(=O)c1ccccc1SCC(=O)N1CCCC1,.,.,.,7%,?,9%,8%,21%,.,0,.
CC(=O)Nc1ccc(-c2csc(NNC(=O)c3ccccc3)n2)cc1,8.9µM*,?,-4%,4%,13%,19%,-1%,-5%,?,0,8%
COC(=O)c1ccc(C)c(NC(=O)CCNC(=O)c2ccc([N+](=O)[O-])cc2)c1,26%,?,-4%,0%,6%,-4%,1%,-14%,7%,-4,2%
O=C(CCCOc1ccccc1)OCn1nnc2ccccc2c1=O,2%,-1%,-7%,-3%,?,2%,-1%,0%,4%,-18,-4%
CN(C(=O)c1ccc2c(=O)n3c(nc2c1)CCCCC3)c1cccc(Cl)c1,?,-1%,-9%,1%,-7%,0%,-4%,-6%,-8%,-18,-3%
O=S(=O)(c1cccc(NC(=S)N2CCN(c3ccccc3F)CC2)c1)C(F)F,?,-10%,?,1%,-6%,-2%,1%,-9%,20%,-5,0%
COc1cc(/C=N/NC(=O)c2ccccn2)ccc1OC(=O)c1ccc(Br)cc1,-94%,-3%,-22%,-8%,?,24%,?,5%,10%,-10,-5%
Cn1c(=O)c2c(ncn2Cc2ccccc2)n(C)c1=O,-36%,-16%,17%,1%,-23%,3%,-1%,-3%,5%,-14,0%
Cc1ccc(CN2CCC(=O)N2)cc1,3%,0%,12%,0%,-10%,-5%,-1%,-4%,-2%,-6,.
O=C(COc1ccccc1F)Nc1ccc(S(=O)(=O)Nc2nccs2)cc1,2%,-2%,-6%,3%,3%,8%,-8%,2%,13%,-2,?
Cc1ccc(C)c2[nH]c(=O)c(CCNC(=O)c3ccc(S(=O)(=O)N(C)C)cc3)cc12,?,?,5%,0%,?,1%,-2%,-6%,-13%,-6,-3%
O=C(CCc1nnc2ccc(NCc3ccco3)nn12)Nc1ccccc1F,16%,-1%,11%,-3%,18%,-1%,-1%,-2%,.,25,.
Cn1cc(CC(=O)NCCCN2CCCC2)c2ccccc21,11%,-5%,9%,0%,-1%,-8%,0%,-2%,-4%,-22,-3%
Cc1nnsc1NC(=O)OCc1ccc(Cl)cc1Cl,?,-6%,-9%,5%,2%,2%,0%,8%,26%,-10,3%
CC(CCc1ccccc1)NC(=O)c1cccnc1 (stereo unspecified),-9%,4%,0%,1%,11%,1%,-3%,-11%,14%,-8,7%
CC(C)CC(COCc1cccc(C(F)(F)F)c1)N1CCN(C(=O)c2cccc(C(F)(F)F)c2)CCC1=O (stereo unspecified),41%,-11%,-4%,3%,?,1%,-2%,15%,?,2,0%
C/C(=N\NC(=O)C1CC1c1ccccc1)c1ccc(C)s1 (stereo unspecified),17%,7%,-9%,-1%,-5%,11%,-4%,-1%,-2%,-9,8%
O=C(Nc1nc2c(s1)CN(Cc1ccccc1)CC2)C1CCCC1,10%,8%,27%,-19%,?,?,15%,-5%,-9%,6,-1%
O=C(COC(=O)Cn1[nH]c(=O)c2ccccc2c1=O)NNC(=O)c1ccccc1,.,.,.,5%,15%,-3%,2%,-4%,.,-4,.
N#Cc1c(/N=C/N2CCOCC2)sc2c1CCCCC2,?,11%,1%,5.4µM*,?,2.5µM*,4µM*,13%,-5%,1,13%
Cc1ccc(CC2SC(N)=NC2=O)cc1 (stereo unspecified),31%,6%,-11%,3%,14%,-2%,-5%,2%,1%,-19,9%
CCOC(=O)Cc1csc(NC(=O)Cn2cnc3c2c(=O)n(C)c(=O)n3C)n1,15%,3%,4%,-2%,5%,-1%,-1%,2%,-7%,1,4%
COc1ccc(OC)c(C2=Nn3c(nnc3-c3cc(OC)c(OC)c(OC)c3)SC2)c1,-6%,3%,-20%,4%,?,7%,-3%,8%,-17%,-11,0%
Cc1cccc([C@@H]2[C@@H]3C(=O)N(Cc4ccccc4)C(=O)[C@@H]3[C@]3(Cc4ccc(Cl)cc4)C(=O)N(c4cccc(Br)c4)C(=O)N23)c1,25%,-3%,-10%,3%,12%,-3%,-7%,2%,?,0,-1%
CCN(CC)S(=O)(=O)c1ccc(Cl)c(C(=O)Nc2cc(C)nn2-c2ccccc2)c1,17%,-24%,-24%,1%,?,0%,-3%,3%,-9%,5,-25%
COc1cccc(OCCN2CCN(c3ncnc4c3cnn4-c3ccccc3)CC2)c1,8%,-13%,-3%,4%,?,3%,-4%,2%,-5%,-5,3%
Cc1noc(C)c1COc1ccc(C(=O)OCC(=O)Nc2ccc3c(c2)OCO3)cc1,26%,6%,-4%,-3%,7%,-1%,0%,0%,34%[activator],-7,0%
O=C(COC(=O)/C=C/c1ccc(Cl)cc1Cl)NCCC1=CCCCC1,29%,-5%,-13%,1%,?,2%,7%,-8%,-15%,3,-1%
CCCCn1c(N)c(N(CCC(C)C)C(=O)c2cc(-c3ccco3)nc3ccccc23)c(=O)[nH]c1=O,0%,7%,-13%,-12%,10%,7%,2%,1%,.,9,0%
Cc1ccccc1-n1ncc2c1CC(C)(C)CC2NC(=O)C1=CC(=O)CC(C)(C)O1 (stereo unspecified),-2%,-6%,1%,0%,-4%,-5%,-2%,-4%,-17%,-8,0%
Cc1cccc(NC(=O)c2ccc(C(=O)c3ccccc3)o2)c1,-32%,?,?,8.5µM*,?,?,27%,2%,0%,7,-2%
CCC[C@@H](CN[C@@H](CNC)C(C)C)NCCCCc1ccccc1,-19%,-7%,0%,-1%,?,-11%,-9%,-3%,-5%,-9,6%

# Assay outcomes from PubChem BioAssay.

# An excerpt; rates above refer to the full screens.
